LDHA block = qHTS assay for inhibitors of human lactate dehydrogenase | purified LDHA, NADH/diaphorase-resazurin fluorescence; hits give low values | activity change, % (values are at about 110 or 230 µM) | hit rate 0.15% among 480,000; in the data active = activity change below about -30%; inconclusive = mostly about -25% to -30%;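 also: plate controls were DMSO wells for no effect and wells without enzyme for full effect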
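Remaining NADH was detected by diaphorase (0.133 mg/mL) converting 37 µM resazurin to fluorescent resorufin, read at 0 and 20 minutes. The preceding 5-minute room-temperature reaction used 2 nM LDHA, 0.2 mM sodium pyruvate and 0.06 mM NADH at pH 7.4.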
* marks the source's active call; other numbers are inactive results; ? = inconclusive; & = joins results of further samples. This is a subset (hit frequency here may not be typical).

SMILES	LDHA block
CCOCCCNc1oc(-c2ccc(S(=O)(=O)N3CCCCC3)cc2)nc1C#N	0
CCCCC(=O)Nc1ccc2oc(-c3ccc(OC)c(Cl)c3)nc2c1	0
CC(=O)N1CCN(c2ccc([N+](=O)[O-])c(-n3nc(-c4ccc(C)cc4)c4ccccc4c3=O)c2)CC1	7
O=C(O)C/C(=C/c1cccs1)c1nc2ccccc2s1	10
COc1ccc(CCn2c(SCc3ccccc3)nc3c2c(=O)n(C)c(=O)n3C)cc1	-5
N#Cc1ccccc1Oc1ccc(OCc2ccccc2)cc1	14
CCSc1nnc2n(C)c(=O)c3c(n12)-c1ccccc1CC31CCCCC1	-5
COc1ccc(/C=C(/CC(=O)O)c2nc3ccccc3o2)cc1OC	14
COc1ccc(C(=O)Oc2ccc(C)cc2C(=O)/C=C/c2ccc(F)cc2)cc1	?
CCc1c(C)sc(NC(=O)c2cccc(OC)c2)c1C#N	3
Cc1ccccc1C1=NN(S(C)(=O)=O)C(c2ccc3nccnc3c2)C1 (configuration not stated)	-6
COc1ccc2cnn(CC(=O)Nc3ccc(Oc4ccccc4)cc3)c(=O)c2c1OC	-3
O=c1cc(O)c2sc3nc(-c4cccs4)cc(-c4cccs4)c3c2[nH]1	3&10
Cn1c(Sc2ncc(C(F)(F)F)cc2Cl)nnc1-c1ccccc1	-15
CCNc1cc(C)ccc1C	11
CCC(C)NC(=O)c1cc(C(C)C)nc2c1cnn2C(C)C (configuration not stated)	16
CCC(=O)Oc1ccc2c(=O)c(-c3ccccc3)coc2c1	-4
COc1cccc(-c2nn3c(C(C)C)nnc3s2)c1OC	-10
Cc1ccc(-c2ccc3ccccc3n2)c(C)c1	-1
FC(F)(F)c1cc(-c2ccccc2)nc(SCc2ccncc2)n1	9
Cc1cc(C)cc(Nc2ccc([N+](=O)[O-])cn2)c1	5
CC(C)(C)NC(=O)NC(=O)COC(=O)c1ccc2ccccc2n1	-4
CCCC1N=C2c3ccccc3N=C(SCC(=O)Nc3ccccc3)N2C1=O (configuration not stated)	-3
CCOC(=O)c1ccc(NC(=O)CSc2ncnc3c(-c4ccc(OC)cc4)c[nH]c23)cc1	-2
CN(C)C(=O)c1ccc2oc(CN3CCN(C(=O)Nc4ccccc4Cl)CC3)nc2c1	-7
CC(=O)Nc1ccc(NC(=O)c2c[nH]c3ccc(F)cc3c2=O)cc1	0
Cc1ccc(-c2cnoc2NC(=O)CSc2nc3c(c(=O)[nH]2)CCCC3)cc1	4
COc1ccc(-c2nnc(NC(=O)Nc3ccc4ccccc4c3)s2)cc1OC	5
Cc1ccc(OCCCOc2ccc(Cl)cc2/C=N/NC(=O)c2ccccc2)cc1C	1
O=S(=O)(c1ccc2nc(N3CCN(c4ccccc4)CC3)ccc2c1)N1CCCC1	-15
COCc1oc2c(cc(NS(=O)(=O)c3ccc(C)cc3)c3ccccc32)c1C(=O)OC	?
N#CC1(NC(=O)CNc2cccc(F)c2)CCCC1	2
COc1ccc(NC(=O)CSc2nnc(-n3nc(C)cc3C)n2N)cc1Cl	-6
COc1cc(C(=O)Oc2ccccc2C#N)cc(Br)c1OCc1ccccc1	7
COC(=O)c1ccccc1NC(=O)c1cccc(N2CCCN(Cc3ccc(Cl)cc3)C2=O)c1	1
Cn1c(=O)n(C)c2cc(N3CCOCC3)c(NC(=O)COc3ccc(Cl)cc3)cc21	-3
O=C(NCCCN1CCCC1=O)C1CCCC1	-3
COC(=O)CC(NC(=O)c1cccc(CS(C)(=O)=O)c1)c1ccc(C)cc1 (configuration not stated)	-18
Cc1cc2c(s1)c1cnn(Cc3ccc(Br)cc3F)c(=O)c1n2C	-7
Cc1cccc(NC(=O)COc2ccc3c(C)cc(=O)oc3c2)c1C	-5
COc1ccc(-n2c(SCC3CCCCO3)nnc2-c2ccccc2OC)cc1 (configuration not stated)	-5
Cc1ccc(-n2ncc3c(NCC4CCCO4)ncnc32)cc1C (configuration not stated)	18
Cc1cc(CS(=O)(=O)CC(=O)NC2CCCCCC2)no1	-1
C=CCn1c(SCc2nc3ccccc3o2)nnc1-c1ccc(Cl)cc1	-6
N#Cc1ccc(OC(=O)Cc2ccc(F)cc2)cc1	-3

The closing three entries of the section before lead into the next.
SMILES	LDHA block
Cc1cc(CS(=O)(=O)CC(=O)NC2CCCCCC2)no1	-1
C=CCn1c(SCc2nc3ccccc3o2)nnc1-c1ccc(Cl)cc1	-6
N#Cc1ccc(OC(=O)Cc2ccc(F)cc2)cc1	-3
Cc1ccc(C(O)CNC(=O)C2CC=CCC2)cc1 (configuration not stated)	0
N#Cc1ccc(/C=N/Nc2ccccc2Cl)cc1	1
CCn1c(CCc2ccc(NC(=O)c3ccc(C#N)cc3)cc2)nc2ccccc21	5
Cc1ccccc1Cn1nc(-c2ccc(C)c(S(=O)(=O)N3CCCCC3)c2)ccc1=O	5
Cn1c(=O)c2c(ncn2C(C(=O)Nc2ccc(F)cc2)c2ccccc2)n(C)c1=O (configuration not stated)	3
Cc1ccc(C(C)NC(=O)Nc2ccc(F)cc2F)cc1 (configuration not stated)	3
CCOC(=O)C(N)CO (configuration not stated)	1
Cc1oc2cc(OCC(=O)NC(C)c3cccs3)ccc2c(=O)c1Oc1ccccc1 (configuration not stated)	17
C[C@H](NC(=O)[C@H](C)NC(=O)C1CC(=O)N(c2ccc(F)cc2)C1)C(=O)O (some centres not stated)	1
COc1ccc(Cl)cc1NC(=O)c1cnc(Nc2ccccc2OC)c2ccccc12	19
Cc1ccc(OCCCOc2ccc(Cl)cc2/C=N/NC(=O)c2ccccc2)c(C)c1	6
Cc1ccc(-c2csc(Nc3ccc(O)cc3)n2)cc1C	-1
Cc1ccc(NC(=O)CSc2nc(-c3ccco3)ccc2C#N)cc1C	-5
CC(C)c1cccc(NC(=O)CC2(C(=O)O)CCCCC2)c1	3
COC(=O)c1cc(S(=O)(=O)N(C)CC(=O)N2CCN(c3ccccc3F)CC2)cn1C	-1

Among those listed so far, two have a nitro group on carbon.
SMILES	LDHA block
CC(=O)N1CCN(c2ccc([N+](=O)[O-])c(-n3nc(-c4ccc(C)cc4)c4ccccc4c3=O)c2)CC1	7
Cc1cc(C)cc(Nc2ccc([N+](=O)[O-])cn2)c1	5

Next results
SMILES	LDHA block
Cc1cc(C)c(C(=O)C(C)OC(=O)c2ccc(CO)cc2)cc1C (configuration not stated)	9
CC(Sc1cccc[n+]1[O-])C(=O)Nc1ccc(C(N)=O)cc1 (configuration not stated)	3
CC(=O)c1ccc(NC(=O)c2sc3nc(N4CCOCC4)c4c(c3c2N)CC(C)(C)OC4)cc1	-1
Fc1ccc(-c2nc(-c3ccncc3)no2)cc1	12
CCN1c2cc(C)ccc2-n2cccc2C12CCN(C(=O)NCc1cccc(OC)c1)CC2	5
COc1ccc(CCC(C)(O)c2cc(-c3ccc(OC)cc3)no2)cc1 (configuration not stated)	-1
COc1ccc2cc(C(=O)N3CCN(Cc4ccccc4)CC3)c(C)nc2c1	-3
CCOc1ccc(OCCSc2nc3ccccc3n2CC(O)CO)cc1 (configuration not stated)	1
CC(C(=O)NCc1ccccn1)n1nc(-c2ccccc2)c2ccccc21 (configuration not stated)	-9
CCn1nc(C(=O)Nc2ccccc2C(=O)OC)c2ccccc2c1=O	10
CC(Sc1nnc(C2CC2)o1)C(=O)c1c[nH]c2ccccc12 (configuration not stated)	-1
C=CCN(CC(=O)OC)Cc1cccs1	-2
Cc1nc2nc3ccn(CCCN4CCOCC4)c(=O)c3c(-c3ccccc3)n2n1	7
Cc1c(NCc2nc(-c3ccco3)no2)cccc1-n1cnnn1	3
CC1=C(C(=O)Nc2ccc(C)cc2C)C(c2ccc(C)cc2)NC(=S)N1 (configuration not stated)	2
COc1ccc(CNC(=O)Cc2c(C)c3c(OC)cc(C)cc3oc2=O)cc1OC	8
CCCCN1C(=O)C(=O)N(Cc2ncc(-c3ccc(F)cc3)o2)C1=O	2
Cc1cc(Cc2ccccc2)c(C)cn1	3
Cc1cc(NC(=O)CSc2nnc(-c3cccnc3)n2C2CC2)no1	0
CN(Cc1ccc(F)cc1F)C(=O)c1cc(Br)ccc1O	17
C=CCNc1nc(C(=O)OCC(=O)c2cc(C)n(C)c2C)cs1	-1
Cn1c(N2CCC(Cc3ccccc3)CC2)nc2c1c(=O)n(Cc1ccc(Cl)cc1)c(=O)n2C	7
Nc1nccnc1C(=O)NCCCC1CCCC1	3
COc1ccc(Cl)cc1NC(=O)CSc1nc2ccccc2nc1C	-2
COc1ccccc1-c1nn2c(CN3CCCCC3)nnc2s1	-4
O=C(COC(=O)CCNS(=O)(=O)c1ccc(F)c(Cl)c1)Nc1ccc(Cl)cc1Cl	8
CCOC(=O)COc1c(Br)cc(/C=C2/NC(=O)NC2=O)cc1Br	0
COC(=O)c1ccc(CN(C)C(=O)CCc2ncc(-c3ccccc3F)o2)cc1	0
COc1cc(SC)ccc1C(=O)Oc1ccccc1C	-12
CCCNC(=O)Nc1c(NCCC)c2ccccc2oc1=O	0

Copied from the list.
COc1ccccc1-c1nn2c(CN3CCCCC3)nnc2s1 @ LDHA block: -4
Cc1c(NCc2nc(-c3ccco3)no2)cccc1-n1cnnn1 @ LDHA block: 3
CC(C)c1cccc(NC(=O)CC2(C(=O)O)CCCCC2)c1 @ LDHA block: 3
Cc1cc(Cc2ccccc2)c(C)cn1 @ LDHA block: 3
Cc1ccc(-c2csc(Nc3ccc(O)cc3)n2)cc1C @ LDHA block: -1
CC(=O)N1CCN(c2ccc([N+](=O)[O-])c(-n3nc(-c4ccc(C)cc4)c4ccccc4c3=O)c2)CC1 @ LDHA block: 7
Cn1c(=O)c2c(ncn2C(C(=O)Nc2ccc(F)cc2)c2ccccc2)n(C)c1=O (configuration not stated) @ LDHA block: 3

The listing continues:
SMILES	LDHA block
Cc1cc(CSc2nnc(-c3cccnc3)n2Cc2ccco2)on1	2
COc1cc(C(=O)NC2CC2)ccc1C	0
COC(=O)c1c(C)[nH]c(C(=O)C(C)OC(=O)C23CC4CC(CC(C4)C2)C3)c1C (configuration not stated)	3
O=C(CSc1nccn1Cc1ccc2c(c1)OCO2)NCc1ccc2c(c1)OCO2	5
Cc1ccc(S(=O)Cc2nc(-c3ccc(C(=O)NCCCN4CCOCC4)cc3)oc2C)cc1 (configuration not stated)	1
CCn1c(C)cc(C(=O)CSc2nc3cc([N+](=O)[O-])ccc3o2)c1C	-1
Cc1nnsc1C(=O)Nc1ccc(S(=O)(=O)N2CCOCC2)cc1	10
C(=C\c1ccccc1)/C1=NO[C@@H]2[C@H]3CC[C@H](C3)[C@H]12	1
Cc1cccc(C)c1-n1nnnc1SCn1nnc2ccccc2c1=O	11
CCCCCCCCCCC(=O)Nc1cccc(C)c1C	0
Cc1ccc2c(CSc3nc(N)cc(N)n3)cc(=O)oc2c1	-10
O=[N+]([O-])c1ccc(N/N=C/c2cccs2)c(S(=O)(=O)Nc2ccccc2Cl)c1	5
O=C(Nc1cccc(CN2CCOC2=O)c1)N1CCCCCCC1	-1
COc1ccc(OC)c(NC(=O)c2c(-n3cnnn3)sc(C)c2C)c1	-8
O=C(O)CCC(=O)NCCCN1CCOCC1	5
N#Cc1c(SCC(N)=O)nc2c(c1-c1cccs1)CCCC2	5
O=C(Nc1ccc(F)cc1Cl)c1nc2ccccc2nc1N1CCCC1	-2
O=C(/C=C/c1cccc(C(F)(F)F)c1)c1cc(Cl)ccc1Cl	6
Cc1cc(C)cc(NC(=S)NCCC(C)C)c1	-7
O=c1cc(CSc2nnc(NC3CC3)s2)c2ccc(O)cc2o1	5
Cc1cc(C=CC#N)cc(C)c1Nc1nc(Nc2ccc3c(c2)OCO3)c2[nH]cnc2n1	-2
CC(C)Sc1ccc(Cl)nn1	3
Cc1cc2oc(C(=O)Nc3ccccc3Cl)cc(=O)c2cc1C	-2
COc1ccc(-c2csc(-c3c(C)c(C)nn(C)c3=O)n2)cc1OC	8
O=S(=O)(Nc1nc2ccccc2nc1Nc1ccc2c(c1)OCO2)c1cc(Cl)ccc1Cl	36
CCOc1ccc(NC(=O)c2ccc(Cl)cc2)c2cccnc12	-22
Cc1cc(C(=O)OCC(=O)c2cc(C)n(CC(N)=O)c2C)c2ccccc2n1	9
CCOC(=O)/C(C#N)=C\c1ccc(N)cc1	9
O=C(O)CCC(CCC(=O)O)C(=O)O	0
CC(=O)Nc1cc(C(=O)COC(=O)c2ccc3ccccc3c2)ccc1O	13
CSc1ccccc1C(=O)Nc1ccccc1-c1ccccc1	9
NC(=O)C1CCN(C(=O)c2cc(-c3ccncc3)nc3ccccc23)CC1	-3
Cc1cc(C)c2c(=O)cc(C(=O)N(Cc3ccc(F)cc3)C3CCS(=O)(=O)C3)oc2c1 (configuration not stated)	16
CC1CCc2noc(NC(=O)c3ccc(Cl)cc3)c2C1 (configuration not stated)	6
Cc1cc2nc(C)c(C)nc2cc1C	-11
Cc1nn(C(C)C)cc1N	5
COc1ccc(C)cc1CC(=O)N(Cc1ccco1)C1CCS(=O)(=O)C1 (configuration not stated)	-5
COC(=O)C1=C(C)N(c2ccccc2)C(=O)CC1C(=O)Nc1cc(OC)c(OC)c(OC)c1 (configuration not stated)	-6
CNC(=O)Cn1nc(-c2cccc([N+](=O)[O-])c2)c2ccccc2c1=O	5
O=C(NCCCN1CCCC1)c1cccs1	3
O=C(NC1CCCCCC1)c1cc2c(s1)-c1ccsc1CC2	16
CC(O)CNC(=O)C(=O)Nc1sc2c(c1C#N)CC(C)(C)OC2 (configuration not stated)	-1
CC(=O)Nc1cc(NC(C)=O)cc(-c2nc3ccccc3o2)c1	9
CCCCN(C)C(=O)c1cc2c(C)cc(C)c(C)c2[nH]1	-2
Cc1oc(-c2ccccc2)nc1CC(=O)Nc1cccc(C(=O)Nc2ccncc2)c1	7
N#Cc1cccc(OCc2ccc(C#N)cc2F)c1	-1
CN(Cc1ccc(Cl)cc1)C(=O)Cn1nnn(-c2cccs2)c1=O	-1
CCCCc1cc(=O)oc2cc(OC(C)C(=O)NCc3cccnc3)ccc12 (configuration not stated)	-1

An excerpt of these results, field by field:
CSc1ccccc1C(=O)Nc1ccccc1-c1ccccc1
  LDHA block: 9
NC(=O)C1CCN(C(=O)c2cc(-c3ccncc3)nc3ccccc23)CC1
  LDHA block: -3
Cc1cc(C)c2c(=O)cc(C(=O)N(Cc3ccc(F)cc3)C3CCS(=O)(=O)C3)oc2c1 (configuration not stated)
  LDHA block: 16

Screens from PubChem BioAssay.
